GAA inhib: alpha-glucosidase (human) inhibition; Potency, µM (top dose mostly 76.9 µM), for inactives: top-dose activity change, negative = inhibition, most hits filed as inhibitors; purified human GAA, 4-MU-alpha-glucoside fluorescence; 0.005% of 200,000 active; P10253;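 also: plate controls were uninhibited enzyme wells for no effect and no-enzyme background for full effect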
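qHTS format, compound range up to 77 uM. Human lysosomal enzyme at 4 nM, 400 uM 4-MU glucoside substrate, pH 5.0, 20 min room temperature; fluorescence after alkaline stop gives activity normalized to controls.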
aGal spleen mod: inhibitors or activators of human alpha-galactosidase in spleen homogenate. P06280. human spleen homogenate, 4MU-alpha-Gal fluorescence, 40 min. Potency, µM (titrated, usually from 80 µM), for inactives: top-dose activity change, negative = inhibition, hits mostly inhibitors. 0.008% of 240,000 active. AID 2107;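 also: 0% = enzyme with vehicle and -100% = no enzyme basal signal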
Target sequence (P06280 32-429 limits assumed): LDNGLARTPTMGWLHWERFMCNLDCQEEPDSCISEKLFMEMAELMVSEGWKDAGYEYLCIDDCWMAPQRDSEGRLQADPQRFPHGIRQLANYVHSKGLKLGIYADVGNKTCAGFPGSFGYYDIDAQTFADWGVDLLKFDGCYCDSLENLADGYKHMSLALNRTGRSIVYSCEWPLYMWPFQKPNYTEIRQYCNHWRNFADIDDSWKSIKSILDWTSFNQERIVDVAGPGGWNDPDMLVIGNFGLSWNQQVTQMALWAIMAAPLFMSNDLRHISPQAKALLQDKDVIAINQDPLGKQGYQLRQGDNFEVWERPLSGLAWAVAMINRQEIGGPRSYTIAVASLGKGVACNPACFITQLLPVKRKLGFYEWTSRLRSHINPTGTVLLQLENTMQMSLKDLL
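Spleen homogenate 1 ug + cpd (titration) + 4-MU-alpha-D-galactopyranoside 1 mM; 37C 40 min; 50 mM citrate/phosphate pH 5.0, 0.01% Tween-20; stop pH 10; fluorescence 365/440; AC50 via Hill.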
HTT ATP protect: cytoprotection in Huntington HTT-Q103 PC12 cell model; PC12 HTT-Q103 induced, cytoprotection, ATP luminescence, 40 h; Potency, µM (series often up to 56.4 µM), for the others: cytoprotection (ATP increase), actives largely listed as activators; 0.14% of 230,000 active; AID 1471;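 also: % of control where 0% means no effect; nearly all actives have a fitted effect of over 45% in size; toxic huntingtin expression switched on by the ecdysone agonist tebufenozide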
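Huntington model: PC12 line, ecdysone-inducible HTTQ103 exon1–GFP, tebufenozide 100 nM. Test articles in a dose series. Endpoint luminescence from cellular ATP.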
Tau fibril ThT: tau fibrillization inhibition (ThT binding). 2.1% of 270,000 active. Potency, µM (highest dose often 57.4 µM), for inactives: at the highest dose activity, negative = inhibition, actives largely listed as inhibitors. recombinant tau K18 P301L, heparin-induced fibrillization, ThT fluorescence. AID 1460. P10636; also: % is scaled to controls: 0 for no effect and ±100 for the full control effect; nearly all actives have a fitted effect of over 55% in size
Target sequence (P10636 561-689 P618L limits assumed): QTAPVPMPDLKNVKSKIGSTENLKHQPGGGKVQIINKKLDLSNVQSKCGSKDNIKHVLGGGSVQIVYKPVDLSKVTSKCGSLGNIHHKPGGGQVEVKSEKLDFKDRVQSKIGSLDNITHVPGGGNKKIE
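ThT emission at 510 nm, taken 1 hr after adding 30 uM dye, quantifies aggregates formed when 20 uM heparin acts on human tau K18 P301L for 6 hr at 37 C.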
Tau FP inhib: blocks human tau fibril formation measured by polarization. K18 P301L tau heparin fibrillization, Alexa594 FP, 6 h. Potency, µM (highest dose often 57.7 µM), inactives show at the highest dose activity, negative = inhibition, most hits filed as inhibitors. 0.39% of 280,000 active. AID 1468; also: % is scaled to controls: 0 for no effect and ±100 for the full control effect; nearly all actives have a fitted effect of over 55% in size
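Compound effects on tau fibrillization are measured by Alexa 594 fluorescence polarization (ex 555, em 632 nm). K18 P301L tau is used at 15 uM with 0.24 uM labeled tracer, and 20 uM heparin induces aggregation over 6 hr at 37 C.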
aGlu spleen mod: inhibitors or activators of human alpha-glucosidase in spleen homogenate; P10253; human spleen homogenate, 4-MU-alpha-glucoside fluorescence; Potency, µM (titrated, usually from 79.9 µM), for inactives: at the highest dose activity change, negative = inhibition, usual class: inhibitors; 0.006% of 240,000 active; AID 2112;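 also: 0% = enzyme with vehicle and -100% = no enzyme basal signal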
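AC50 values come from Hill-equation fits of concentration-response data, normalized to no-enzyme and full-activity controls. Enzyme source: 1 ug human spleen homogenate; 1 mM fluorogenic 4-MU glucoside, pH 5.0 citrate buffer, 37 C, 40 min.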
GAA glycogen mod: alters human alpha-glucosidase cleavage of glycogen; P10253; recombinant GAA, glycogen substrate, Amplex Red glucose oxidase fluorescence; Potency, µM (series often up to 76.4 µM), without a hit: at the highest dose activity change, negative = inhibition, usual class: inhibitors; 0.38% of 300,000 active;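 also: 0% = full enzyme reaction and -100% = no-enzyme basal signal; the screen sought inhibitors and activators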
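qHTS, 1536-well; enzyme 4 nM final; cpd up to 77 uM; substrate bovine liver glycogen 30 ug; 50 mM citrate/phosphate pH 5.0, 0.01% Tween-20; 37 C, 40 min; Amplex Red detection 45 min RT; Hill fit → AC50.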
Tau fluor counter: counter-screen for tau fibril formation inhibitors; tau K18 P301L Alexa594 fluorescence, heparin fibrillization; Potency, µM (doses to about 57.7 µM), inactives show at the highest dose activity change, negative = decrease; 0.93% of 280,000 active; also: % is scaled to controls: 0 for no effect and ±100 for the full control effect; nearly all actives have a fitted effect of over 55% in size
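Human tau K18 P301L (15 uM unlabeled, 0.24 uM Alexa 594-labeled) in 100 mM sodium acetate pH 7 with 20 uM heparin, 6 hr at 37 C. ThT 30 uM added, 1 hr ambient; Alexa 594 FP and total fluorescence read at 555/632 nm.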
Numbers without * were called inactive; ? = inconclusive; · = not tested or not shown; [ ] = dose if it differs, or a comment. Calls follow the shape of the dose curve; as a rule, active = well fitted curve in the direction sought with a large enough effect; inconclusive = small, poorly fitted or top-dose-only effect, or another doubt; inactive = no such curve, though single readings can be large; an effect the other way counts as inactive or inconclusive. Potency is read from the fitted curve at half-maximal effect.

Short forms – A = GAA inhib; B = aGal spleen mod; C = HTT ATP protect; D = Tau fibril ThT; E = Tau FP inhib; F = aGlu spleen mod; G = GAA glycogen mod; H = Tau fluor counter
Compound: O=C(NCCc1cn2ccccc2n1)c1ccccc1F
  A: -8%; B: 6%; C: -42%[inhibitor]; D: 1%; E: -5%; F: 1%; G: 6%; H: -3%

Compound: C/C(Cn1nc([N+](=O)[O-])cc1C)=N\NC(=O)COc1c(Cl)cc(Cl)cc1Cl
  A: 2%; B: 1%; C: 21%[10 µM]; D: -1%; E: 8%; F: 0%; G: 0%; H: -9%

Compound: CC(=O)c1ccc(NC(=O)COc2ccccc2C(=O)Nc2ccc(C)cn2)cc1
  A: 6%; B: 10%; C: -34%; D: -5%; E: -6%; F: -6%; G: -2%; H: -11%

Compound: N#Cc1nc(COc2ccc(Br)cc2)oc1N1CCCC1
  A: -6%; B: 19%; C: -13%; D: -14%; E: 6%; F: 3%; G: -8%; H: -13%

Compound: Cc1ccc(-n2nc(C(=O)N3CCN(c4cc(Cl)ccc4C)CC3)c3c4ccccc4n(C)c3c2=O)cc1
  A: ·; B: ·; C: ·; D: 1%; E: 7%; F: ·; G: 5%[76.3 µM]; H: -2%

Compound: COc1ccccc1OCC(=O)NCc1nc(-c2ccccc2)no1
  A: 15%; B: 2%; C: -29%; D: -2%; E: -3%; F: -3%; G: 1%; H: -8%

Compound: COc1ccc(C(=O)c2oc3nc(C)cc(C)c3c2N)cc1
  A: -4%; B: 4%; C: -11%; D: -15%; E: 2%; F: 2%; G: 2%; H: -16%

Compound: CC1=CC(C)(C)Nc2ccc(OC(=O)C(Cc3ccccc3)N3C(=O)c4ccccc4C3=O)cc21 (configuration not stated)
  A: -10%; B: 3%; C: -108%[inhibitor]; D: -17%; E: 11%; F: -1%; G: -10%; H: ?

Compound: COC(=O)C1=C(C)N(c2ccc(F)cc2)C(=O)C1
  A: 3%; B: 0%; C: 10%[10 µM]; D: -15%; E: 3%; F: -4%; G: -29%; H: -2%

Compound: COc1ccc(Oc2cccc(Cl)c2CNC(=O)CCC(=O)O)cc1
  A: -3%; B: 3%; C: 7%[10 µM]; D: -4%; E: -6%; F: -1%; G: 9%; H: -18%

Compound: CS(=O)(=O)N(CC(=O)NCCSc1ccccn1)c1ccc(F)cc1
  A: 5%; B: 3%; C: 8%[10 µM]; D: -10%; E: -5%; F: 3%; G: -11%; H: -14%

Compound: Cc1cc(C)cc(NC(=O)CSc2nnc(-c3ccccc3Br)o2)c1
  A: ?; B: -4%; C: -23%; D: -7%; E: -18%; F: -6%; G: -3%; H: -26%

Compound: CCCNC(=O)Cn1cnc2sc(C(=O)N3CCN(CCC)CC3)c(C)c2c1=O
  A: -2%; B: -3%; C: 15%; D: 2%; E: 8%; F: 4%; G: 3%; H: 0%

Compound: CCC(C)NC(=O)CO/N=C/c1ccccc1OC(F)F (configuration not stated)
  A: 0%; B: 2%; C: ·; D: -2%; E: 7%; F: -2%; G: 1%; H: 2%

Compound: N#CC1=C(N)SC(C(=O)c2ccccc2)C1c1cccs1 (configuration not stated)
  A: -7%; B: 0%; C: 25%[10 µM]; D: -12%; E: -13%; F: 1%; G: -18%; H: -24%

Compound: N[C@H](C(=O)O)C1[C@H](C(=O)O)[C@H]1C(=O)O (some centres not stated)
  A: ·; B: -8%; C: -9%; D: -8%; E: 3%; F: -3%; G: ·; H: -5%

Compound: CN(C)CCCCOc1ccccc1-c1ccccc1
  A: -1%; B: 1%; C: -12%; D: -4%; E: 12%; F: -3%; G: -2%; H: 8%

Compound: CCc1c(C)nc2ncnn2c1NCCc1ccc(OC)c(OC)c1
  A: 5%; B: -5%; C: 18%[10 µM]; D: -4%; E: 4%; F: -1%; G: 5%; H: 5%

Compound: CCC(C)[C@H](NC(=O)N1CCCCCC1)C(=O)O (some centres not stated)
  A: ·; B: -2%; C: -14%[10 µM]; D: -13%; E: -6%; F: -1%; G: 2%; H: -9%

Compound: Cc1nc(NCc2ccco2)c2c3c(sc2n1)CCC3
  A: 3%; B: -2%; C: -35%; D: -14%; E: 1%; F: -5%; G: 1%; H: -10%

Single records, as listed above. Values in the order: GAA inhib | aGal spleen mod | HTT ATP protect | Tau fibril ThT | Tau FP inhib | aGlu spleen mod | GAA glycogen mod | Tau fluor counter
CS(=O)(=O)N(CC(=O)NCCSc1ccccn1)c1ccc(F)cc1 is listed as 5% | 3% | 8%[10 µM] | -10% | -5% | 3% | -11% | -14%
CN(C)CCCCOc1ccccc1-c1ccccc1 is listed as -1% | 1% | -12% | -4% | 12% | -3% | -2% | 8%
CC1=CC(C)(C)Nc2ccc(OC(=O)C(Cc3ccccc3)N3C(=O)c4ccccc4C3=O)cc21 (configuration not stated) is listed as -10% | 3% | -108%[inhibitor] | -17% | 11% | -1% | -10% | ?
CC(=O)c1ccc(NC(=O)COc2ccccc2C(=O)Nc2ccc(C)cn2)cc1 is listed as 6% | 10% | -34% | -5% | -6% | -6% | -2% | -11%

(continued)
Short forms – A = GAA inhib; B = aGal spleen mod; C = HTT ATP protect; D = Tau fibril ThT; E = Tau FP inhib; F = aGlu spleen mod; G = GAA glycogen mod; H = Tau fluor counter
Compound: Cc1cc(C)n(-c2cc(=O)n(C)c(=O)n2C)n1
  A: 5%; B: 24%; C: 5%; D: -2%; E: 1%; F: -9%; G: 3%; H: -1%

Compound: CN(C(=O)c1c(Cl)nc2sccn12)C1CCCCC1
  A: -4%; B: 5%; C: 5%; D: 10%; E: 9%; F: -7%; G: 7%; H: 15%

Compound: Fc1ccc(Sc2cc(Cl)c(-c3ccccc3)nn2)cc1
  A: -2%; B: -5%; C: -3%; D: -17%; E: 3%; F: -2%; G: 10%; H: -14%

Compound: Cc1ccc(C(=O)NC(=S)Nc2ccc(CN3CCCCC3)cc2)c(C)c1
  A: -3%; B: 0%; C: -46%; D: 3%; E: -2%; F: -18%; G: -5%; H: -2%

Compound: COc1ccc(Cc2nnc(NC(=O)c3cccc([N+](=O)[O-])c3C)s2)cc1
  A: 5%; B: -2%; C: -10%; D: -2%; E: -2%; F: -1%; G: 4%; H: -4%

Compound: O=C(NCc1cccs1)C1CCC(CNS(=O)(=O)c2cccc3nsnc23)CC1 (configuration not stated)
  A: ?; B: 3%; C: -14%; D: -10%; E: -9%; F: 3%; G: ·; H: -14%

Compound: CN(C1=NC(=O)CS1)c1ccc(O)cc1
  A: ·; B: -2%; C: 15%[10 µM]; D: 1%; E: 6%; F: -4%; G: -3%; H: 9%

Compound: Cc1nn(-c2ccccc2)c(C)c1-c1nnc(-c2c(C)nn(-c3ccccc3)c2C)o1
  A: -7%; B: 7%; C: 1%[10 µM]; D: ?; E: -2%; F: 1%; G: 4%; H: -2%

Compound: O=C(CCN1C(=O)C2C3C=CC(C3)C2C1=O)N1CCN(c2ccc(F)cc2)CC1 (configuration not stated)
  A: -3%; B: 18%; C: -6%; D: 0%; E: 4%; F: -25%; G: 3%; H: 6%

Compound: O=C(Nc1ccc2nccnc2c1)c1ccco1
  A: 13%; B: 20%; C: -96%[inhibitor]; D: -6%; E: 1%; F: 5%; G: -10%; H: 1%

Compound: CCC(=O)N1CCN(c2ccccc2NC(=O)c2ccc(-c3cccc([N+](=O)[O-])c3)o2)CC1
  A: 1%; B: -1%; C: 2%[10 µM]; D: -14%; E: 15%; F: -5%; G: 1%; H: -12%

Compound: O=C(c1ccc(Cl)cc1)N(Cc1ccc(Br)cc1)N1C(=O)CCC1=O
  A: -7%; B: 0%; C: 3%; D: 1%; E: 0%; F: 0%; G: -16%; H: -10%

Compound: O=C(NCc1ccc(Cl)cc1)c1ccc(Cn2c(=O)c3cccn3c3cccnc32)cc1
  A: ·; B: ·; C: ·; D: 7%; E: -11%; F: ·; G: 21%[76.3 µM]; H: -10%

Compound: CC(C)(C)NS(=O)(=O)c1ccc(NC(=O)C(Sc2ccccc2)c2ccccc2)cc1 (configuration not stated)
  A: ?; B: -13%; C: -57%[inhibitor]; D: 6%; E: ?; F: -11%; G: -9%; H: ?

Compound: CCOc1ccccc1-c1ccc(C(=O)NCc2ccccc2)o1
  A: -7%; B: 20%; C: ·; D: ?; E: 2%; F: -15%; G: 1%; H: -23%

Compound: O=C(Cn1nnc(-c2ccc(N3CCOCC3)cc2)n1)N1CCOCC1
  A: ·; B: 8%; C: -11%[10 µM]; D: -7%; E: -2%; F: 4%; G: 3%; H: -2%

Compound: Nc1c(C(=O)NCCC2=CCCCC2)sc2ccc(S(=O)(=O)N3CCCCC3)cc12
  A: -9%; B: 4%; C: ·; D: ?; E: 14%; F: 7%; G: -1%; H: ?

Compound: O=C1NC(=Nc2ccc(F)cc2)CS1
  A: -6%; B: 6%; C: -20%; D: ?; E: -5%; F: -14%; G: 6%; H: -17%

Compound: COC(=O)c1ccccc1NC(=O)CSc1nc2ncccc2[nH]1
  A: 3%; B: -3%; C: -29%; D: -14%; E: 9%; F: 2%; G: -2%; H: -10%

Compound: Cc1ccc(NS(=O)(=O)c2ccc(C(=O)N3CCN(c4ccccn4)CC3)cc2)cc1
  A: -9%; B: 6%; C: -14%; D: -12%; E: -1%; F: -5%; G: -2%; H: -18%

Compound: COc1ccc(C(c2nnnn2Cc2ccccc2)N2CCN(c3nc4ccccc4s3)CC2)cc1OC (configuration not stated)
  A: -7%; B: -8%; C: -16%[1.9 µM]; D: -11%; E: -7%; F: -1%; G: -17%; H: -19%

Compound: CC(Oc1ccc(Cl)cc1)C(=O)N/N=C/c1ccsc1 (configuration not stated)
  A: -1%; B: 17%; C: ·; D: 3%; E: 8%; F: 6%; G: -2%; H: -9%

Source: PubChem (National Center for Advancing Translational Sciences (NCATS))
